Compound activity deposited in PubChem by National Center for Advancing Translational Sciences (NCATS).
HCV inh: HCV inhibition | Potency, µM (series often up to 41.8 µM), without a hit: at the top dose activity change, negative = inhibition, hits mostly inhibitors | Huh7.5.1 HCVcc-Cre infection, luciferase reporter, 44 h | hit rate 3.4% among 340,000; note: potency is the fitted concentration of half-maximal effect; % is set by controls: 0 for no effect and ±100 for the full control effect
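Whole-lifecycle infectious HCVcc-Cre system; cells 1,000/well, compound then virus (~0.5 moi) added 4 h after plating, 44 h culture. Luciferase read 15 sec following 15 min substrate incubation, room temp.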
TbPYK inhibitor: blocks Trypanosoma brucei pyruvate kinase; hit rate 0.12% among 410,000; Potency, µM (top dose mostly 76.8 µM), for inactives: top-dose activity, negative = inhibition, usual class: inhibitors; TbPYK enzyme, Kinase-Glo Plus ATP luminescence, 45 min; note: potency is the fitted concentration of half-maximal effect; % is set by controls: 0 for no effect and ±100 for the full control effect; nearly all actives have a fitted effect of over 50% in size
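Luminescent Kinase-Glo Plus end-point after 45 min room-temperature reaction of T. brucei pyruvate kinase started with 130 uM ADP (final). Buffer TEA 50 mM pH 7.2 with KCl, MgCl2, BSA, Tween-20; titration-based qHTS with fitted concentration-effect curves.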
Pf growth 48h: inhibits P. falciparum growth in the first generation, 48 h; Potency, µM (doses to about 28.7 µM), for inactives: at the highest dose activity change, negative = inhibition, hits mostly inhibitors; P. falciparum luciferase growth in erythrocytes, 48 h; hit rate 5.9% among 310,000; note: potency is the fitted concentration of half-maximal effect; % is set by controls: 0 for no effect and ±100 for the full control effect
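Cell-based growth assay: transgenic P. falciparum expressing firefly luciferase, cultured in red cells within RPMI 1640 containing 0.5% w/v Albumax, 24 mM bicarbonate and gentamycin. A drop in luciferase activity indicates inhibition.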
Cycloheximide cs: counter-screen for Shiga toxin inhibitors: cycloheximide protein synthesis inhibition; cell reporter, cycloheximide protein synthesis inhibition counterscreen; max response, %; hit rate 12% among 300,000; AID 2314; in the data active = max response mostly above about 13%, no sharp cut-off; inactive = mostly below about 14%; note: read at 38.3 µM for the half of the compounds with a filed dose; 0% is about no effect
LmPK inh: LmPK (Leishmania mexicana) enzyme inhibition. AID 1721. hit rate 0.37% among 290,000. purified LmPK, Kinase-Glo ATP luminescence, 1 h. Q27686. Potency, µM (doses to about 57.5 µM), for inactives: top-dose activity change, negative = inhibition, hits mostly inhibitors; note: potency is the fitted concentration of half-maximal effect; % is set by controls: 0 for no effect and ±100 for the full control effect
Target sequence (Q27686 whole entry, looked up): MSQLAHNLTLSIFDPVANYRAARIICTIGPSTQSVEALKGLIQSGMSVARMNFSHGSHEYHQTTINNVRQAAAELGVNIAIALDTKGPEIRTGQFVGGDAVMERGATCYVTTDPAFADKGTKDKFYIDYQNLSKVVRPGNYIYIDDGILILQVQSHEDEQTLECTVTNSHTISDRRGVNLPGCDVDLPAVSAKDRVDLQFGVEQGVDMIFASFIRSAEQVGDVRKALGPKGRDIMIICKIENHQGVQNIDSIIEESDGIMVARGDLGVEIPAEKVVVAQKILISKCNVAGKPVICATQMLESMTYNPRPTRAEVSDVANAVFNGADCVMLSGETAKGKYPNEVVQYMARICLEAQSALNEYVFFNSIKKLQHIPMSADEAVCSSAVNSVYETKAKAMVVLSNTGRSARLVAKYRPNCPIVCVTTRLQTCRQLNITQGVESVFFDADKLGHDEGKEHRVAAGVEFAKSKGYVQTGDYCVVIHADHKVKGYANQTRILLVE
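Screened at intermediate enzyme activity to detect both inhibitors and activators: LmPK at 0.1 nM, with a 0.5 nM enzyme column as activation reference. PEP 0.5 mM, ADP 0.1 mM; ATP detected by luminescence after 1 h.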
Pf growth 96h: inhibits malaria parasite growth, 96 h; hit rate 6.9% among 320,000; P. falciparum luciferase reporter growth, 96 h; Potency, µM (series often up to 28.7 µM), inactives show at the highest dose activity change, negative = inhibition, actives largely listed as inhibitors; note: potency is the fitted concentration of half-maximal effect; % is set by controls: 0 for no effect and ±100 for the full control effect
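Infected RBCs, 2% Hct / 0.05% parasitemia final; luciferase-reporter P. falciparum; cpd 96 h, 37 C, 5% CO2; luciferase detection reagent; luminescence.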
Shiga inhibitor: Shiga toxin inhibition; Vero cells, Shiga toxin protein synthesis inhibition reporter; inhibition, % at 38.7 µM; hit rate 9.2% among 290,000; AID 2315; in the data active = inhibition mostly above about 28%, no sharp cut-off; inactive = mostly below about 43%; note: 0% is about no effect
An asterisk follows results filed as active; i = inactive; ? = inconclusive; · = not tested or not shown; & = joins results of further samples; [ ] = dose if it differs, or a comment. Unless noted, calls come from the whole dose curve; as a rule, active = well fitted curve in the direction sought with a large enough effect; inconclusive = small, poorly fitted or top-dose-only effect, or another doubt; inactive = no such curve, though single readings can be large; an effect the other way counts as inactive or inconclusive. Outcome played no part in choosing rows; 24% or so of the library scored in one or more.

SMILES | HCV inh | TbPYK inhibitor | Pf growth 48h | Cycloheximide cs | LmPK inh | Pf growth 96h | Shiga inhibitor
O=C(Nc1cccc2ncccc12)c1ccccc1[N+](=O)[O-] | 1% | -8% | -5% | 0 | 2% | -5% | -11
COc1ccccc1CCC(=O)N1CCN(S(=O)(=O)c2cccc(F)c2)CC1 | -7% | -10% | -23% | · | · | -20% | ·
Clc1cccc(Cl)c1/C=C/c1nc2ccccc2[nH]1 | ? | -5% | ? | 31* | ? | -99% | 78*
COc1ccc(-c2cn(Cc3ccc(C)cc3)nn2)cc1 | -24% | 1% | 91%[activator] | 55* | -1% | 0% | 79*
CCCCCCn1c(SCC(=O)c2c(N)n(C)c(=O)n(C)c2=O)nc2ccccc21 | ? | -5% | · | -3 | 3% | 0.93µM* | -6
C=CCN(CC=C)CCOc1ccccc1 | 27% | 7% | 1% | -3 | -3% | 34%[activator] | -11
CCOC(=O)C1CCCN(S(=O)(=O)CCNC(=O)c2cccc(OC)c2)C1 (configuration not stated) | ? | 5% | 7% | · | · | -24% | ·
C[C@H](NC(=O)Cc1cccc2ccccc12)C(=O)N1CCCN(C)CC1 | -7% | 1% | 0% | 2 | 7% | -10% | 15
CC(C)SCCCOc1ccc(C(C)(C)C)cc1 | 5% | 6% | · | -3 | 5% | 1% | 5
Cn1c(O)c(/C=C/C=Nc2ccccc2)c(=O)n(C)c1=O | 19% | 5% | 16% | -3 | 1% | 73%[activator] | -7
O=C(COC(=O)c1ccc(S(=O)(=O)N2CCCC2)cc1)NCc1ccccc1 | 20% | -21% | 17% | -4 | -4% | 11% | 20
Cc1ccc(NC(=O)CS(=O)CC(=O)NCCCN(C)c2ccccc2)cc1 (configuration not stated) | · | 2% | -14% | -4 | 1% | ? | 17
O=C(OCc1nnc(-c2ccc([N+](=O)[O-])cc2)o1)C1CCN(C(=O)c2ccc(Cl)cc2)CC1 | -5% | 0% | 11% | · | · | -2% | ·
O=C(Cc1cccs1)N1CCN(S(=O)(=O)c2ccc(F)cc2)CC1 | 9% | 1% | 15% | -10 | 1% | ? | -14
CCN(CC)C(=O)Cn1cc(SCC(=O)Nc2cc(C)on2)c2ccccc21 | 18% | -5% | 13% | -5 | -13% | -15% | -4
O=C(CSc1nc(=O)n2ccccc2n1)N1CCN(c2ccccc2)CC1 | 5% | -1% | -50% | · | · | 5% | ·
Cc1ccc(NC2=CC(=O)OC(C)C2)cc1 (configuration not stated) | 8% | 0% | ? | 11 | -2% | · | 3
COCCn1c(C)cc(/C=C(\C#N)C(=O)OC(C)C(=O)Nc2ccc(NC(C)=O)cc2)c1C (configuration not stated) | -12% | 0% | 13% | · | · | -3% | ·
CCCCc1nc2cc(C(=O)NC(C)c3cnn(C)c3)ccc2o1 (configuration not stated) | -23% | 0% | 156%[activator] | 34* | -9% | 64%[activator] | 66*
O=C(COC(=O)Cc1ccccc1)Nc1ccc(Cl)cn1 | 12% | 5% | 5% | -1 | -3% | 4% | 7
CC(=O)NC(c1cccc([N+](=O)[O-])c1)c1ccc2cccnc2c1O (configuration not stated) | 1.8µM* | -5% | -62% | -1 | -5% | 346%[activator] | 2
O=C1N(CCCl)c2ccc(Br)cc2C12OCCO2 | -17% | -2% | -5% | 4 | 0% | ? | ·
COc1ccccc1N1CCN(C(=O)CSc2ncnc3scc(-c4ccccc4)c23)CC1 | ? | -22% | -24% | -3 | -1% | 0% | -9
Cc1ccc(NC(=O)C2CCCN(S(=O)(=O)c3ccc4c(c3)oc(=O)n4C)C2)nc1 (configuration not stated) | ? | -1% | ? | -4 | 4% | -9% | 12
CCOC(=O)Cn1cc(Cl)cc(C(=O)Nc2ccccc2)c1=O | ? | -3% | 20% | -1 | 1% | -1% | 4
CCCOc1ccc(C2C(C(=O)c3cc4ccccc4o3)=C(O)C(=O)N2c2cc(C)on2)cc1OC (configuration not stated) | 8% | 0% | ? | -4 | 4% | ? | 1
N#Cc1ccccc1S(=O)(=O)N1CCN(C(=O)c2cn(-c3ccccc3)nc2-c2cccnc2)CC1 | -4% | 4% | ? | · | · | ? | ·
CC(=O)c1cccc(N=C2NC(=O)C(CO)(CO)S2)c1 | 13% | 2% | 17% | -1 | 5% | 17% | -4
CCC(C)C1NC(=S)N(C2CCCCC2)C1=O (configuration not stated) | 4% | 0% | ? | -1 | 0% | ? | -16
CCCOc1ccc(CCN2CCC(=O)NC2=O)cc1C | 7% | -4% | ? | 10 | 0% | ? | 35
CCN(CC(=O)Nc1c(F)cccc1F)C(=O)CCNC(=O)c1ccccc1OC | 3% | 1% | -29% | · | · | -2% | ·
COc1ccc2cnn(CCOc3cc(C)ccc3C(C)C)c(=O)c2c1OC | ? | 2% | ? | -2 | 3% | 10µM* | 20
Cc1ccc(NC(=O)CCCN2C(=S)NC(C)(C)CC2C)cc1 (configuration not stated) | 17% | -7% | 3% | 1 | 4% | 0% | -8
CCOc1ccc(N(CC(=O)Nc2ccccc2C(=O)N2CCCC2)S(C)(=O)=O)cc1 | 18% | -8% | -8% | -5 | 1% | 21% | -11
O=C(CSc1nnc(SCc2ccc(Cl)cc2)s1)N/N=C/c1c(Cl)cccc1Cl | 2% | 3% | ? | -3 | -2% | ? | -9
CN(Cc1ccco1)S(=O)(=O)c1nnc(NC(=O)c2ccccc2Cl)s1 | 9% | -7%&-5% | 5% | 11 | 3% | 1% | -8
CCCCN1Cc2c(nc3cc(-c4ccco4)[nH]n3c2=O)C1=O | 11% | -8% | 6% | -3 | 19% | -15% | -5
COC(=O)c1sccc1-c1ccc(C(=O)Nc2ccccc2)o1 | ? | -7% | 135%[activator] | 78* | 1% | 142%[activator] | 75*
Cc1c(NC(=O)c2cc(-n3cnnc3)ccc2Cl)cccc1-c1nc2ccccc2s1 | ? | -1% | 44%[activator] | 23* | 0% | 60%[activator] | 37*
O=C(COc1cc(O)c2c(=O)cc(-c3ccccc3)oc2c1)c1ccccc1 | -11% | -3% | 40%[activator] | -2 | 4% | 23% | -26
COc1ccc(CN2C(=O)NC3(CCOc4ccccc43)C2=O)cc1F (configuration not stated) | -4% | 2% | -4% | -1 | -1% | ? | 2
Cc1cc(C2=NNC(=NCc3ccccc3)SC2)c(C)n1-c1c(C)n(C)n(-c2ccccc2)c1=O | -23%&-4% | -10% | 12µM* | -2 | -3% | ? | -5
Cc1ccc(S(=O)(=O)N2CCN(Cc3cccc(C)c3O)CC2)cc1 | 13% | -6% | -19% | -6 | 4% | ? | 12
CCCCN1CC[C@@H]2C=CC[C@H](C(=O)OC)[C@@H]2C1=O | 25% | -7% | · | -3 | · | · | i
CCc1ccccc1NC(=S)NC1CC2CCCC(C1)N2Cc1cccs1 (configuration not stated) | ? | 0% | 8.3µM* | -3 | -3% | 1.5µM* | 2

Given with two lines to a compound: entries from further up
Below each compound – HCV inh, TbPYK inhibitor, Pf growth 48h, Cycloheximide cs, LmPK inh, Pf growth 96h, Shiga inhibitor
COC(=O)c1sccc1-c1ccc(C(=O)Nc2ccccc2)o1
 : ?, -7%, 135%[activator], 78*, 1%, 142%[activator], 75*
Cc1cc(C2=NNC(=NCc3ccccc3)SC2)c(C)n1-c1c(C)n(C)n(-c2ccccc2)c1=O
 : -23%&-4%, -10%, 12µM*, -2, -3%, ?, -5

Entries of single compounds as entered above:
O=C1N(CCCl)c2ccc(Br)cc2C12OCCO2 reads HCV inh: -17%; TbPYK inhibitor: -2%; Pf growth 48h: -5%; Cycloheximide cs: 4; LmPK inh: 0%; Pf growth 96h: ?; Shiga inhibitor: ·
CC(=O)c1cccc(N=C2NC(=O)C(CO)(CO)S2)c1 reads HCV inh: 13%; TbPYK inhibitor: 2%; Pf growth 48h: 17%; Cycloheximide cs: -1; LmPK inh: 5%; Pf growth 96h: 17%; Shiga inhibitor: -4

New compounds follow:
SMILES | HCV inh | TbPYK inhibitor | Pf growth 48h | Cycloheximide cs | LmPK inh | Pf growth 96h | Shiga inhibitor
CC(C)OC(=O)NC(c1ccccc1)C(Cl)(Cl)Cl (configuration not stated) | 29% | -9% | 18% | -3 | -5% | -1% | -3
COc1ccc(C(=O)Nc2ccccc2-c2ccccc2)cc1Cl | ? | -1% | -9% | -2 | -2% | -10% | -5
Cc1cccnc1Nc1nc(-c2ccc(F)cc2)cs1 | ? | -3% | 73%[activator] | 57* | -17% | 0% | 103*
C=CCNC(=S)NN(c1ccccc1)c1ccccc1 | 12% | -1% | ? | 1 | 3% | 0% | -9
Cc1ccc(S(=O)(=O)NC(C)C(c2cccs2)N2CCN(C)CC2)cc1 (configuration not stated) | -26% | 6% | -21% | -4 | 6% | 10µM* | -5
CC(=O)c1c(-c2ccc(Cl)cc2Cl)noc1C | 6% | 1% | -9% | -1 | 1% | 14% | -5
COCc1c(C(=O)OC)nnn1-c1ccc(C(F)(F)F)cc1[N+](=O)[O-] | -8% | 0% | ? | 7 | -9% | 198%[activator] | -5
O=C(Nc1cccc(Oc2ccc3c(c2)C(=O)NC3=O)c1)c1ccco1 | 24% | 0% | 6% | -1 | 5% | · | -1
O=C(CSc1nnc2ccccn12)c1ccc(Cl)cc1 | 6% | -3% | 23% | 45* | 0% | -18% | 124*
Cc1nc(C)c(-c2ccnc(/N=C/NO)n2)s1 | 16% | 4% | 13% | -1 | 5% | ? | -5
COc1ccccc1CN=c1c([N+](=O)[O-])nn(-c2ccc3c(c2)OCCO3)n1O | -30% | -2% | -12% | 62* | 2% | -21% | 31*
Nc1ccc2sc(N)nc2c1 | 4% | -6% | 64%[activator] | · | · | ? | ·
Cc1ccc(/C=C/C(=O)NC2=NCCS2)cc1 | -5% | -3% | 75%[activator] | 70* | -5% | ? | 92*
COC(=O)CSc1nnc(-c2cccs2)n1-c1ccc(Cl)cc1 | -14% | -1% | -14% | -1 | 5% | 15% | -16
O=C(O)c1cccc(S(=O)(=O)N2CCN(C(c3ccccc3)c3ccccc3)CC2)c1 | 3% | 0% | 10µM* | 6 | 1% | 13µM* | -2
Cc1ccc(NC(=O)COC(=O)c2ccc(-n3cccn3)cc2)cc1C | -6% | 6% | 14% | · | · | 6% | ·
CCC/C=C1/CCCOC(C(=O)NCc2cc(C)n(C)n2)(C(F)(F)F)C1 (configuration not stated) | -2% | -2% | · | -3 | · | · | -9
CCc1c(C)[nH]c(C(=O)OCc2ccccc2)c1C | -21% | 0% | 37%[activator] | 28* | 1% | 18% | 81*
CCC(C(=O)Nc1cc(C(=O)Nc2cc(C)ccn2)ccc1Cl)c1ccccc1 (configuration not stated) | -13% | -12% | 8.3µM* | 19* | 0% | 8.3µM* | 52
CCN(Cc1ccccc1)S(=O)(=O)CCNC(=O)c1ccccc1 | 8% | -4% | -10% | · | · | -3% | ·
COc1ccc(NS(=O)(=O)c2cc(C(=O)N3CCN(C(C)=O)CC3)ccc2Cl)cc1 | 0% | -18% | 13% | 3 | 1% | ? | -8
COc1ccc(-c2nc(NC(=O)c3ccccc3)sc2-c2ccc([N+](=O)[O-])cc2)cc1 | -7% | -2% | -13% | 1 | 1% | ? | -11
CC1(C)CC(=O)C(C=Nc2ccc(NC3=C(C#N)C(=O)CC(C)(C)C3)cc2)=C(O)C1 | -1% | 0% | -13% | 4 | 3% | 13% | -8
[O-]/C(=C(\C(=S)Nc1ccc(Cl)cc1)[n+]1ccccc1)c1ccc(OC(F)F)cc1 | 11µM* | -15% | 10µM* | 11 | -7% | -5% | 12
